AmpC inh detg: inhibitors of E. coli AmpC beta-lactamase with detergent; AmpC hydrolysis of nitrocefin, absorbance 480 nm, 0.01% Triton; Potency, µM (titrated, usually from 114 µM), without a hit: at the highest dose activity change, negative = inhibition, usual class: inhibitors; 370,000 compounds, 0.041% hits; AID 485294;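 further: potency means the concentration at half of the fitted maximal effect; 0% = no-compound wells and -100% = no-enzyme wells; nearly all actives have a fitted effect of over 25% in size; some results filed as inactive show a strong effect at the top dose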
Target sequence (P00811 whole entry, looked up): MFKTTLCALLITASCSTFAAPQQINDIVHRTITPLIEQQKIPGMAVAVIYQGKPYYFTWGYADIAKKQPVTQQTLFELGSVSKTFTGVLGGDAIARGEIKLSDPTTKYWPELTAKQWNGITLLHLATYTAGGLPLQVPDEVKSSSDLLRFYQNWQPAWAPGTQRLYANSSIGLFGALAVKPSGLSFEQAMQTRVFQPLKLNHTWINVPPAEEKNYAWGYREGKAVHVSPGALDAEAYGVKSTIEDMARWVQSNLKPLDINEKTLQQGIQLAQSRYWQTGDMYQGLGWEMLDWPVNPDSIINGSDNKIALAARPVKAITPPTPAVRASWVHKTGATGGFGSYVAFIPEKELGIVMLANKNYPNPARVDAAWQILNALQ
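AmpC (5.3 nM in the dispensed reagent) in 20 mM phosphate pH 7.0 with 0.01% (detergent screen) or 0.0001% Triton X-100 was preincubated with compounds for 15 min at room temperature. Nitrocefin was then added from an 800 uM solution, and hydrolysis was followed at 480 nm.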
HCV inhibitor: inhibitors of hepatitis C virus infection. Huh7.5.1 HCVcc-Cre infection, luciferase reporter, 44 h. Potency, µM (top dose mostly 41.8 µM), for the others: at the highest dose activity change, negative = inhibition, usual class: inhibitors. 340,000 compounds, 3.4% hits; further: potency means the concentration at half of the fitted maximal effect
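Luciferase read-out (15 sec integration) after a 15 min room-temperature substrate step quantifies HCVcc-Cre infection. Cells, 1,000 per well, had compound added 4 h post-plating, then virus at ~0.5 moi, and were cultured 44 h.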
HCMV antiviral: inhibitors of human cytomegalovirus | HFF cells, HCMV-luciferase reporter, 72 h; hits give low values | activity change, negative = inhibition, % at 57.5 µM | 410,000 compounds, 4.5% hits | AID 1259415; in the data active means activity change below about -60%; inconclusive means no clear call, values can overlap the other calls; inactive means above about -39%
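HFF cells seeded 16 h at 37C, treated with compounds, infected with luciferase-reporter HCMV at MOI 1 PFU/cell; luciferase read at 72 h post infection, normalized to buffer-only and Salinomycin controls.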
AMA1-RON2 inh: inhibitors of Plasmodium falciparum AMA1-RON2 interaction. AlphaScreen AMA1-biotinylated RON2 peptide binding. Potency, µM (top dose mostly 58.2 µM), for inactives: at the highest dose activity change, negative = inhibition, most hits filed as inhibitors. 360,000 compounds, 0.2% hits. AID 720542;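 further: potency means the concentration at half of the fitted maximal effect; 0% = vehicle wells and -100% = peptide control; nearly all actives have a fitted effect of over 45% in size; some results filed as inactive show a strong effect at the top dose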
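AMA1 (3D7) with his tag at 25 nM final met compounds first, then biotinylated RON2 peptide at 25 nM; detection used donor plus acceptor beads, 10 µg/mL apiece, read by AlphaScreen after 30 min at room temperature.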
Tb PYK inh: blocks Trypanosoma brucei pyruvate kinase; TbPYK enzyme, Kinase-Glo Plus ATP luminescence, 45 min; Potency, µM (top dose mostly 76.8 µM), without a hit: top-dose activity, negative = inhibition, actives largely listed as inhibitors; 410,000 compounds, 0.12% hits; AID 624173; further: potency means the concentration at half of the fitted maximal effect; nearly all actives have a fitted effect of over 50% in size
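ADP (130 uM final) triggers the TbPYK reaction after compound addition; incubation is 45 min at room temperature. Kinase-Glo Plus is then added and luminescence imaged. Normalized data are fitted to concentration-effect curves.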
AmpC no deterg: blocks E. coli AmpC beta-lactamase in detergent-free assay. Potency, µM (series often up to 57.1 µM), without a hit: top-dose activity change, negative = inhibition, hits mostly inhibitors. AmpC nitrocefin hydrolysis, absorbance 480 nm, 0.0001% Triton. 330,000 compounds, 0.52% hits. P00811;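 further: potency means the concentration at half of the fitted maximal effect; plate controls were no compound for no effect and no enzyme for full effect; nearly all actives have a fitted effect of over 20% in size; some results filed as inactive show a strong effect at the top dose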
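20 mM phosphate pH 7.0 + 0.01% (detergent screen) or 0.0001% Triton X-100; 5.3 nM AmpC reagent; cpd preinc 15 min RT; nitrocefin (800 uM stock) to start; A480 q20 s × 4 min; Activity was normalised to no-enzyme and no-compound control wells.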
LmPK inh: inhibitors of Leishmania mexicana pyruvate kinase. 290,000 compounds, 0.37% hits. AID 1721. Potency, µM (highest dose often 57.5 µM), inactives show at the highest dose activity change, negative = inhibition, actives largely listed as inhibitors. purified LmPK, Kinase-Glo ATP luminescence, 1 h. Q27686; further: potency means the concentration at half of the fitted maximal effect
Target sequence (Q27686 whole entry, looked up): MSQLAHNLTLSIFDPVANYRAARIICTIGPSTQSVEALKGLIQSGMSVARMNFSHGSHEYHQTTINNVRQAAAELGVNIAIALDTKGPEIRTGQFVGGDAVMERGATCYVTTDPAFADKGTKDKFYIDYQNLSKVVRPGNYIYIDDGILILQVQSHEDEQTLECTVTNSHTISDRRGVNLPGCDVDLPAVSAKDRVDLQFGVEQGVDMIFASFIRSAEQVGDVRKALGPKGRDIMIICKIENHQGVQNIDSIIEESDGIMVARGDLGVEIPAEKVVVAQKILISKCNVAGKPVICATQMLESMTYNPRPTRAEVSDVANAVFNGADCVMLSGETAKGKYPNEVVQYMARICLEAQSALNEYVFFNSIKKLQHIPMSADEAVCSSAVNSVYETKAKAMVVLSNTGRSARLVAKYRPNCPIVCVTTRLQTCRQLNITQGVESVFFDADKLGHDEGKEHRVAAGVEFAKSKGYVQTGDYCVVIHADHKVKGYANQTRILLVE
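Kinase-Glo luminescence read after 1 h RT reaction of 0.1 nM LmPK with 0.5 mM PEP and 0.1 mM ADP. Activity scaled between uninhibited and enzyme-free controls.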
An asterisk follows results filed as active; ? = inconclusive; . = no result given; & = joins results of further samples; [ ] = remark or other dose. Unless noted, the call rests on the fitted dose curve; in most records, active means well fitted curve in the direction sought with a large enough effect; inconclusive means small, poorly fitted or top-dose-only effect, or another doubt; inactive means no such curve, though single readings can be large; an effect the other way counts as inactive or inconclusive. Unless noted, on the % scale 0 is the no-effect control and ±100 the full control effect. The order is random. About 7.5% of those tested had a hit in this group.

SMILES | AmpC inh detg | HCV inhibitor | HCMV antiviral | AMA1-RON2 inh | Tb PYK inh | AmpC no deterg | LmPK inh
CCOC(=O)C1CCCN(C(=O)c2ccc(Cl)c(S(=O)(=O)N3CCCCCC3)c2)C1 (stereo not drawn) | 1% | ? | 0 | 2% | -8% | 111%[activator] | 3%
FC(F)(F)c1cccc(Cn2cnc(NC(=S)NCCc3ccccc3)n2)c1 | -12% | -4% | 49 | 41%[activator] | -6% | -30% | 7%
O=S1(=O)CC(N2CCN(Cc3ccccc3F)CC2)CN1Cc1cn(Cc2cccc(Cl)c2)nn1 (stereo not drawn) | . | . | -20 | 3% | 2% | . | .
O=C(/C=C\c1ccccc1OC(=O)c1ccccc1F)c1cc2ccccc2o1 | -2% | ? | 31 | ? | 0% | -17% | 2%
COc1ccccc1C/C(N)=N/OC(=O)COc1ccc2ccccc2c1 | -7% | -5% | -32 | 72%[activator] | -6% | -36% | 2%
O=C1Nc2ccc(S(=O)(=O)N3CCCC3)c3ccc(S(=O)(=O)N4CCCC4)c1c23 | ? | -25% | ? | 19% | 2% | -10% | 5%
Cc1nnn(C23C[C@@H]4C[C@@H](CC(C(=O)N5CCN(c6ccccc6)CC5)(C4)C2)C3)n1 | -4% | ? | -87* | 0% | 0% | -2% | 5%
CCc1ccc(NC(=O)c2cc3ccccn3n2)cc1 | 2% | . | -13 | . | 1% | . | .
O=C(NCCc1ccccc1Cl)C1CCC(=O)N(CC2CCCCC2)C1 (stereo not drawn) | 4% | 8% | -36 | -3% | 1% | 109%[activator] | 2%
O=C1CN(C(=O)CNCc2ccc(Cl)cc2)c2ccccc2N1 | 2% | 18% | ? | ? | -2% | -10% | 1%
O=C(N/C(=C/c1cccc([N+](=O)[O-])c1)C(=O)N1CCCCC1)c1ccco1 | 1% | -16% | -8 | -9% | -10% | 2% | 0%
COC(=O)c1cccc(NC(=O)CCCOc2ccccc2)c1 | 0% | -2% | 15 | 33%[activator] | -7% | -9% | 1%
CN(C(=O)CCCN1C(=O)c2ccccc2C1=O)C1CCCCC1 | ? | 25% | ? | 6%[11.6 µM] | 3% | 1% | .
O=C(NNC(=S)NC(=O)c1cccnc1)c1ccc(F)cc1 | 3% | -18% | -17 | 62%[activator] | -20% | -20% | 3%
CSC1=NCCN1C(=O)COc1ccc2ccccc2c1 | -16% | -18% | -20 | 1% | -4% | -10% | 1%
COCCNC(=O)CS(=O)(=O)Cc1nc(-c2ccc(C)cc2)oc1C | -13% | 3% | 12 | -3% | 1% | 11% | 4%
Cc1cc(OC(C)C(=O)NCc2ccccn2)c2c(C)c(C)c(=O)oc2c1 (stereo not drawn) | -5% | -19% | 3 | -1% | -2% | 0% | 6%
COc1ccc(N2C(=O)CC(N3CCC(C(N)=O)CC3)C2=O)cc1 (stereo not drawn) | ? | 8% | -20 | 0% | -8% | -2% | -1%
Cc1ccc(C(C)C)c2oc(=O)cc(-c3ccc(-c4ccc(C(F)(F)F)cc4)cc3)c12 | . | ? | 23 | 6% | 0% | -9% | .
Cc1nc2ccccn2c1C(=O)CSc1cccc(Cl)c1 | ? | ? | ? | 17% | -6% | 102%[activator] | 17%

Structures shown so far that have sulfur:
SMILES | AmpC inh detg | HCV inhibitor | HCMV antiviral | AMA1-RON2 inh | Tb PYK inh | AmpC no deterg | LmPK inh
CCOC(=O)C1CCCN(C(=O)c2ccc(Cl)c(S(=O)(=O)N3CCCCCC3)c2)C1 (stereo not drawn) | 1% | ? | 0 | 2% | -8% | 111%[activator] | 3%
FC(F)(F)c1cccc(Cn2cnc(NC(=S)NCCc3ccccc3)n2)c1 | -12% | -4% | 49 | 41%[activator] | -6% | -30% | 7%
O=S1(=O)CC(N2CCN(Cc3ccccc3F)CC2)CN1Cc1cn(Cc2cccc(Cl)c2)nn1 (stereo not drawn) | . | . | -20 | 3% | 2% | . | .
O=C1Nc2ccc(S(=O)(=O)N3CCCC3)c3ccc(S(=O)(=O)N4CCCC4)c1c23 | ? | -25% | ? | 19% | 2% | -10% | 5%
O=C(NNC(=S)NC(=O)c1cccnc1)c1ccc(F)cc1 | 3% | -18% | -17 | 62%[activator] | -20% | -20% | 3%
CSC1=NCCN1C(=O)COc1ccc2ccccc2c1 | -16% | -18% | -20 | 1% | -4% | -10% | 1%
COCCNC(=O)CS(=O)(=O)Cc1nc(-c2ccc(C)cc2)oc1C | -13% | 3% | 12 | -3% | 1% | 11% | 4%
Cc1nc2ccccn2c1C(=O)CSc1cccc(Cl)c1 | ? | ? | ? | 17% | -6% | 102%[activator] | 17%

New compounds follow
SMILES | AmpC inh detg | HCV inhibitor | HCMV antiviral | AMA1-RON2 inh | Tb PYK inh | AmpC no deterg | LmPK inh
COc1ccc(S(=O)(=O)NN=C2CCCC2)cc1 | -5% | -5% | -7 | -3% | -2% | -24% | 0%
CCOc1ccc2oc(C(=O)OCC(=O)N3CC(C)OC(C)C3)c(C)c2c1 (stereo not drawn) | -12% | ? | 9 | -2% | -1% | 73%[activator] | .
O=C1CC[C@@H]2C[C@@]3(C[C@@H]4CCN1[C@H]24)Nc1cc([N+](=O)[O-])ccc1NC3=NCc1ccccc1 | . | ? | -13 | -3% | 7% | . | .
CN(C)c1ccc(C=C2C(=O)NC(=S)NC2=O)cc1 | . | ? | 22 | -9% | 32µM* | . | .
O=c1c2cc3c(cc2[nH]c(=S)n1Cc1ccco1)OCO3 | -1% | 3% | -24 | 82%[activator] | -26% | -17% | 0%
CCn1c(COc2ccc(Cl)cc2)nnc1SCc1nc2ccccc2[nH]1 | -3% | ? | ? | 25% | ? | 7% | -2%
O=C(CCCN1C(=O)/C(=C/c2cccc(Br)c2)SC1=S)NCCCN1CCOCC1 | 1% | -14% | -90* | 5% | -8% | 221%[activator] | 0%
CN1CCCN(Cc2nc(-c3ccc(Cl)cc3)no2)CC1 | -2% | ? | 25 | 8% | 0% | 17% | 2%
C=Cc1ccc(Cn2nc(-c3ccc(C)cc3)ccc2=O)cc1 | -3%&11% | 7% | 10&-28 | -12% | 4%&3% | 12% | 1%
CC(C)=CCC[C@H](C)C[C@@H]1Cc2[nH][nH]c(=O)c2[C@H](c2ccc(Cl)cc2)O1 | . | . | 22 | 116%[activator] | -8% | . | .
COc1ccccc1-n1cnc2cc(NCc3ccco3)ccc21 | ? | -19% | ? | -13% | -14% | -13% | -4%
CC(C)C[C@@H](C(=O)NC1CCN(Cc2ccccc2)CC1)N1C(=O)N2CCc3c([nH]c4ccccc34)[C@@]2(C)C1=O | 1% | ? | 7 | ? | 3% | 158%[activator] | 4%
COc1cccc(-c2nc3nc(C)cc(C)n3c2NC2CCCCC2)c1 | . | . | 3 | 4% | 4% | . | .
Cc1ccn2c(C(=O)N/N=C\c3ccccc3[N+](=O)[O-])c(C)nc2c1 | . | ? | ? | 19% | 1% | . | .
CN(CC(=O)NCc1ccccc1Cl)S(=O)(=O)c1cccs1 | -5% | 7% | 6 | -22% | -3% | -27% | 0%
COc1ccc(CNc2ccc(C(=O)O)cc2)cc1 | -11% | 8% | 110 | 19% | -3% | -5% | -4%
COc1ccc(N2CCN(C(=O)/C=C/[C@H]3O[C@@H](n4ccc(=O)[nH]c4=O)[C@H](O)[C@@H]3O)CC2)cc1 | . | . | 13 | 10% | -3% | . | .
O=C(Nc1cccc(F)c1)Nc1nnc([C@@H]2O[C@H](CO)[C@@H](O)[C@H]2O)s1 | . | . | 3 | -3% | -1% | . | .
CC(=O)C(Cc1ccccc1)NC(=O)CN1CCN(Cc2ccccc2)CC1 (stereo not drawn) | 5% | 14% | -29 | 29% | -3% | 83%[activator] | 4%
Cc1nn2c3c(cnc2c1-c1ccc(Cl)cc1)C(=O)CC(c1ccc(C(C)C)cc1)C3 (stereo not drawn) | 1% | . | -15 | . | -5% | . | .
CCC(C)Oc1nc(C)cc(C)c1S(=O)(=O)c1ccccc1C (stereo not drawn) | -9% | -17% | -32 | 20% | -8% | -3% | 3%
COc1ccc(N2CC(NS(=O)(=O)c3cccnc3)CC2=O)cc1OC (stereo not drawn) | 4% | 10%[8.37 µM] | -17 | -4% | -2% | 23% | .
COCc1cc(C)nc2sc(C(=O)Nc3ccc(OC)cc3)c(N)c12 | -11% | ? | 24 | 13% | -2% | 22% | 12%
CN(C)C(=O)c1ccc(-c2n[nH]c(=O)c3ccccc23)cc1 | 8% | 0% | -20 | 3% | -1% | -25% | -2%
CNC(=O)NC(=O)COC(=O)CCCSc1nc2ccccc2s1 | -9% | 3% | -21 | -5%[11.6 µM] | -1% | 2% | 0%
CCCc1nn2c(=O)cc(CSCC(=O)Nc3nnc(CC)s3)nc2s1 | -8% | 17% | -16 | 12% | 5% | 2% | -7%
CCOC(=O)C1=C(COC(=O)c2cccc(N(C)C)c2)NC(=O)NC1C (stereo not drawn) | ? | ? | 47 | -27% | 4% | -3% | .
CCOC(=O)c1[nH]c(C)c(CCC(=O)NCc2ccc(C)cc2)c1C | 20% | . | 2 | . | -8% | . | .
O=C(NCCN1CCN(C(=O)c2cccs2)CC1)c1cccs1 | -14% | 13% | -20 | 1% | 1% | -24% | -2%

High-throughput results: PubChem BioAssay, National Center for Advancing Translational Sciences (NCATS)
